HCT116 PTEN-null = PTEN-deleted cell growth suppression; AID 827; viability, % at 10 µM; 140,000 compounds, 1.2% hits; HCT116 PTEN-null viability, CellTiter-Glo, 60 h; active compounds read low;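 active means viability at or below a set limit, 4 SD under the median of all tested compounds, cut at about 3.7% in these data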;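 further: PTEN knockout HCT116 line with beta catenin targeted HCT116 as companion control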
bCat KO growth = beta-catenin-lacking colon tumor cell growth suppression; HCT116 beta-catenin knockout viability, CellTiter-Glo, 60 h; active compounds read low; viability, % at 10 µM; 140,000 compounds, 1.5% hits; AID 818;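 active means viability at or under a set limit, the compound median less 4 SD, cut at about 6% in these data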;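 further: 0% = Hyamine 1622 control at 20 µM and 100% = untreated cell control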
GALR2 blocker = antagonists of human galanin receptor 2 (GALR2); O43603; GALR2-expressing cells, antagonist mode; inhibition, % at 4 µM; 140,000 compounds, 0.39% hits; in the data active means inhibition above about 27%;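 further: cells stimulated with galanin 1-16 at roughly its EC80; 0% = agonist challenge control and 100% = basal control without agonist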
Target sequence (O43603 whole entry, looked up): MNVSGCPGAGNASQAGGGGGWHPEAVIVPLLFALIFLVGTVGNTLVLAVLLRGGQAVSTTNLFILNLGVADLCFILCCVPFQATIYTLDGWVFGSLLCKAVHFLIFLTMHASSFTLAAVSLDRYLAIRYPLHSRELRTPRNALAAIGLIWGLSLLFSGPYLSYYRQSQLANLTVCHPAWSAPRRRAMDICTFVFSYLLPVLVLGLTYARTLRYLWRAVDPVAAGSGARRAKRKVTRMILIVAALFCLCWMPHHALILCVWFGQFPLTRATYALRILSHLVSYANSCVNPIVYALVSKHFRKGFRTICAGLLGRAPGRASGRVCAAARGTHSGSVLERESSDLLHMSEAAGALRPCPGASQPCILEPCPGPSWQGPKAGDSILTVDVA
Measles CPE = protection of cells from measles virus; Measles virus-infected cells, CPE protection, absorbance; protection (pct of control), % at 4 µM; 140,000 compounds, 1.5% hits; in the data active means protection mostly above about 24%, no sharp cut-off; inactive means mostly below about 26%; further: some compounds called inactive have numbers as strong as hits
NPY-Y2 antag = antagonists of human neuropeptide Y receptor Y2. P49146. NPY-Y2 expressing cells, antagonist mode. inhibition, % at 2.7 µM. 140,000 compounds, 0.99% hits. AID 793; in the data active means inhibition above about 17%;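 further: 0% = vehicle with agonist challenge and 100% = reference antagonist with challenge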
Target sequence (P49146 whole entry, looked up): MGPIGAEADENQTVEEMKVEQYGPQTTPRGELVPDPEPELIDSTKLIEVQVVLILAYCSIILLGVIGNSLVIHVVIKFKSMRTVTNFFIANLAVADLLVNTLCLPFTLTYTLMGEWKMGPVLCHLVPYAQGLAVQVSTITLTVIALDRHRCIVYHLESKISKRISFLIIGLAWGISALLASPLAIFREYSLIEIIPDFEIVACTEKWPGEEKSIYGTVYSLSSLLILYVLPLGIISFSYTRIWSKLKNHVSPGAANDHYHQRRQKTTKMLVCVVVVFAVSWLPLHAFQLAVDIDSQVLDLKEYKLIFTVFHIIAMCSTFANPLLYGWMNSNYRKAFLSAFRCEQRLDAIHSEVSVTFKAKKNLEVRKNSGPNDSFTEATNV
E-sel TNF inh = TNF alpha driven E-selectin expression inhibition; 120,000 compounds, 0.71% hits; HUVEC TNFa-induced E-selectin immunofluorescence, high content; inhibition, % at 2 µM;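 active means inhibition above the batch mean plus 3 SD, and confirmed as a hit on visual image review, cut at about 43% in these data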;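 further: 0% = TNF-stimulated DMSO wells and 100% = unstimulated control wells; not every result past the cut was called active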
Phagocyt inh = macrophage phagocytosis inhibition; 110,000 compounds, 0.07% hits; inhibition, % at 5 µM; AID 1029; J774A.1 macrophage IgG-bead phagocytosis, imaging;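 active means inhibition above the mean of the plate negative controls plus 5 SD, cut at about 13% in these data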;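 further: phagocytic index as fraction of beads internalized from green versus red external bead signal; plate controls were DMSO negative control for no effect and cytochalasin-D positive control for full effect; some results beyond the cut were filed as inactive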
BB579 growth dn = chemicals that inhibit yeast BB579 growth in restrictive medium (lifespan-shortening candidates) | S. cerevisiae BB579 growth, OD615, 48 h | inhibition, % at 10 µM | 140,000 compounds, 0.51% hits;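 active means inhibition above a set limit, 3 SD over the mean compound inhibition, cut at about 44% in these data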; further: inactives centre near -24
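System: DeaD yeast strain BB579; buffer or medium: CSMM-D dextrose restrictive medium; technique: OD at 615 nm; schedule: 4 h cell preincubation, 48 h compound exposure, 30 °C humidified; doses: single 10 µM dose; controls: amphotericin B 10 µg/mL, positive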
MRP1 act = activators of MRP-1. 140,000 compounds, 0.61% hits. AID 799. H69AR cells + doxorubicin, viability rescue, CellTiter-Glo. viability increase, % at 10 µM;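 active means viability gain under doxorubicin at or above a set limit, the compound median plus 3 SD, cut at about 4.7% in these data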;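 further: MRP-1 overexpressing cells given doxorubicin 25 µM after compound pretreatment; 18-22 h compound pretreatment then 72 h with doxorubicin before readout; 0% = doxorubicin-only wells and 100% = vehicle-treated cells without doxorubicin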
Yeast life ext = extends the lifespan of yeast; S. cerevisiae growth with nicotinamide, OD615; deaD strain in restrictive glucose medium; inhibition of the nicotinamide effect, % at 10 µM; 130,000 compounds, 0.68% hits;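 active means inhibition above a set limit, placed 3 SD over the median of all compounds, cut at about 26% in these data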;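 further: 0% = nicotinamide-treated wells and 100% = cells grown without nicotinamide; some compounds called inactive have numbers as strong as hits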
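Assay system: engineered S. cerevisiae DeaD replicative-lifespan strain, galactose-grown log-phase cells; Buffer or medium: CSMM-D glucose medium, restrictive; Probe or stimulus: nicotinamide 1.5 mM; Compound: single dose 10 µM compound, 0.25% DMSO; Schedule: 4 h preincubation then 48 h treatment at 30 °C; Technique: OD615 measurement.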
Starred values were filed as active, the others as inactive; . = no result given; & = joins results of further samples. Random draw from the library (roughly 6.1% active in at least one column).

SMILES | HCT116 PTEN-null | bCat KO growth | GALR2 blocker | Measles CPE | NPY-Y2 antag | E-sel TNF inh | Phagocyt inh | BB579 growth dn | MRP1 act | Yeast life ext
CCc1cc2c(=O)c(-c3ccc4c(c3)OCCO4)coc2cc1OS(C)(=O)=O | 7 | 30 | -2 | 8 | 5 | . | -3 | -15 | -3.3 | -4
Cc1ccc(C(c2sc3nc(C)nn3c2O)N2CCN(c3ccccc3F)CC2)cc1 (stereo not given) | 87 | 91 | 0 | 11 | 10 | -2 | -2 | -19 | 0.6 | -3
O=C(Cn1cnc2ccccc2c1=O)NCC1COc2ccccc2O1 (stereo not given) | 100&97 | 103 | -8 | 3 | 5 | 9 | 1 | -3 | 0.9 | -12
CC(C)(C)Sc1ccc2nc3c(n2c1)CCCC3 | 68 | 78 | -5 | 5 | 4 | 6 | 0 | -36 | -1.8 | 12
COC(=O)C1=C(C)N(Cc2ccc(C)cc2)C(=O)/C1=C\c1cc(OC)c(OC)c(OC)c1 | 79 | 80 | 0 | 11 | 10 | . | -4 | -29 | -4.9 | -2
COC(=O)c1c(NC(=O)/C=C/C(=O)O)sc(Cc2ccccc2)c1C | 84 | 74 | -1 | 4 | 4 | . | -9 | -37 | -4.3 | 1
CN1/C(=C\C(=O)Nc2ccc(F)cc2)C(C)(C)c2ccccc21 | 58 | 62 | -6 | 9 | -2 | . | -6 | -18 | 3.7 | -5
C=CCNCCCCOc1ccc(C)cc1[N+](=O)[O-] | 85 | 84 | -4 | 8 | 2 | 22 | -5 | 3 | -3.1 | -5
O=C1NC(Cc2c[nH]c3ccccc23)C(=O)N1CCOc1ccc(F)cc1 (stereo not given) | 98 | 100 | 4 | 19 | -1 | -19 | 2 | -53 | -1.3 | -9
Fc1cccc(NC(=S)NCCCN2CCOCC2)c1 | 88 | 111 | -10 | 3 | -1 | -22 | 7 | 29 | -3.4 | -9
COc1ccc(OC)c(N(CC(=O)N2CCc3ccccc3C2)S(C)(=O)=O)c1 | 94 | 99 | 10 | 12 | 0 | 3 | . | -28 | -1.8 | -15
C=CCn1c(N)cc(=O)nc1SCC(=O)Nc1ccc2ccccc2c1 | 87 | 87 | 6 | 6 | 3 | 13 | . | -12 | -1.2 | .
COc1ccc(-n2c(Cc3cccn3C)nnc2SCC(N)=O)cc1 | 91 | 106 | -2 | 9 | -2 | . | 0 | 7 | -1.8 | -2
CC(C)c1ccc(-c2nnc(N)s2)cc1 | 95 | 96 | 16 | 10 | 3 | . | 0 | -45 | -0.4 | -6
O=C(Nc1nc2ccccc2n1CCOc1ccccc1)c1ccco1 | 15 | 16 | 0 | 3 | 11 | . | . | -70 | -1.3 | -1
O=C(O)/C=C\C(=O)Nc1ccccc1C#Cc1ccccc1 | 83 | 93 | -5 | 2 | 5 | 2 | 0 | -20 | -1.4 | -20
Nc1cc(Cl)ccc1C(=O)OCC(=O)NC(=O)NCc1ccccc1 | 83 | 80 | 9 | 9 | 8 | . | 2 | -22 | -0.4 | 0
Cc1nn(-c2ccc(Cl)cc2)c2[nH]c(=O)c(CNCc3ccc4c(c3)OCO4)cc12 | 62 | 63 | -1 | 2 | 0 | 4 | -1 | -13 | -4.3 | -9
CCSc1ncnc2c1sc1nc(-c3ccco3)c3c(c12)CC(C)(C)OC3 | 77 | 96 | -10 | 6 | -2 | -15 | 0 | -37 | -0.4 | -9
CCCSc1ccc2nc(NC(=O)OC)[nH]c2c1 | 12 | 9 | -1 | 48 | 3 | . | . | -33 | -2.7 | -1
CS(=O)(=O)c1ccc2nc(NC(=O)CN3CCN(Cc4ccccc4)CC3)sc2c1 | 95 | 98 | -2 | 5 | -2 | 0 | 0 | -54 | -3.6 | -14
Cc1ccc(S(=O)(=O)NC(=O)N2CCCC(C)(C)C2)cc1 | 114 | 102 | 9 | 4 | 2 | -35 | 0 | 10 | 1.6 | 0
O=C(CCCCn1c(=S)[nH]c2ccsc2c1=O)NCc1ccco1 | 91 | 88 | 7 | 41 | 1 | . | . | -24 | -2.5 | 3
COc1cc(C(=O)NC(=S)NNC(=O)c2cnccn2)cc(OC)c1OC | 13 | 8 | -9 | 13 | 2 | . | -6 | 88* | -0.9 | 9
S=C(Nc1ccccc1)N1N=CCC1c1ccccc1 (stereo not given) | 104 | 96 | 0 | 22 | 5 | 4 | -2 | -53 | 0.3 | -9
COc1cc(C2NCC(c3ccc(Cl)cc3Cl)c3c2[nH]c2ccccc32)cc(OC)c1OC (stereo not given) | 61 | 58 | 7 | 9 | 1 | -36 | 0 | -52 | -5.0 | 6
COCCn1c(SCC(=O)Nc2ccc3c(c2)OCCO3)nnc1-c1c[nH]c2ccccc12 | 102 | 94 | 6 | 11 | -3 | -19 | 0 | -10 | -0.2 | -6
CCC(C)NC(=O)c1ccccc1NC(=O)CN(c1ccc(OC)cc1)S(C)(=O)=O (stereo not given) | 93 | 97 | -1 | 2 | 1 | 5 | 0 | -47 | -0.8 | -7
COc1ccc(NS(=O)(=O)c2ccc(O)c(NC(=O)c3cc4c(C)nn(-c5ccc(F)cc5)c4s3)c2)cc1 | 90 | 91 | -1 | 7 | 0 | -8 | 9 | -38 | 4.0 | 9
O=C(/C=C/Nc1cccc(O)c1)c1ccccc1 | 98 | 89 | 7 | 22 | 2 | -14 | 1 | -77 | -1.4 | 0
O=C(c1cccs1)N1CCC(Cc2ccccc2)CC1 | 91 | 92 | -7 | 8 | 3 | -2 | . | -32 | 0.1 | .
CCCC(=O)NNc1c2ccccc2nc2ccccc12 | 96 | 90 | 3 | 5 | 3 | -13 | . | -16 | -0.5 | -1
CCC1(C)NC(=O)N(CC(=O)Nc2sc3c(c2C(N)=O)CCC3)C1=O (stereo not given) | 95 | 104 | 2 | 4 | 3 | -9 | 1 | -29 | -0.1 | -10
Cc1ccc(NC(=O)c2ccc(NS(=O)(=O)c3c(C)noc3C)cc2)cc1C | 98 | 93 | 6 | 15 | 0 | -39 | -2 | -12 | -2.0 | -6
COCC(N)(c1ccccc1)c1nc2ccccc2n1C (stereo not given) | 89 | 87 | -1 | 7 | 2 | . | 0 | -5 | -3.8 | -4
O=C(O)[C@H](CO)Nc1ncnc2sc3c(c12)CCC3 | 91 | 89 | -4 | 9 | 0 | 0 | . | -19 | -2.1 | -9
Cc1ccc(C)c(SCC(=O)NC(=O)Nc2ccc3c(c2)OCCO3)c1 | 102 | 98 | -5 | 7 | 15 | -7 | -10 | -31 | 0.0 | 0
CN(CC(=O)Nc1nc2ccc(F)cc2s1)S(=O)(=O)c1ccc(Cl)cc1 | 72 | 81 | 0 | 11 | -2 | 0 | 1 | -72 | -1.7 | 7
CC1CCN(c2nc(-c3cccnc3)nc3scc(-c4ccccc4)c23)CC1 | 63 | 72 | 5 | 23 | 0 | . | -14 | -11 | -0.6 | -5
COc1ccc(CNC(=O)C(CCSC)NC(=O)c2ccco2)cc1 (stereo not given) | 93 | 101 | -16 | 11 | 2 | 17 | 1 | -38 | -0.8 | -13
COc1ccccc1Nc1ncc(C(=O)N2CCC(C(N)=O)CC2)c2ccccc12 | 89 | 89 | 9 | 27 | 5 | . | 0 | -1 | -4.8 | -24
O=C(CCCCC(=O)NCc1cccs1)NCc1cccs1 | 79 | 82 | -2 | 4 | 3 | 2 | 0 | -5 | -1.2 | -6
N#C/C(=C\c1ccc(-c2ccccc2Cl)o1)C(=O)Nc1nc2ccccc2s1 | 92 | 92 | -23 | 6 | 1 | 14 | -15 | -54 | -0.3 | 6
COc1cc(NC(=O)c2ccc(Cl)cc2Cl)ccc1-c1cc2ccccc2oc1=O | 30 | 39 | -14 | 8 | -1 | 4 | . | -55 | -3.6 | -6
O=C(NCc1ccc2c(c1)OCO2)C(=O)NC1CCCCC1 | 86 | 97 | -3 | 22 | 4 | 1 | 2 | -15 | -2.1 | -7
CC(Cl)C(=O)NC(=O)NC12CC3CC(CC(C3)C1)C2 (stereo not given) | 72 | 70 | 3 | 23 | 0 | . | -6 | -19 | -4.0 | 22
O=C(Nc1nncs1)c1ccccc1Br | 101 | 94 | 0 | 18 | 2 | . | 4 | -28 | 0.7 | -3
CCOC(=O)c1c(C)nc2cc(C)ccn12 | 96 | 89 | 8 | 12 | 2 | 11 | -1 | -22 | -1.2 | -8
Cc1ccc2nc3sc(C(=O)N4CCOCC4)c(N)c3cc2c1 | 94 | 91 | -14 | 4 | 0 | -31 | 2 | -45 | 2.0 | -19
COc1ccc(/C=C/c2nc(-c3ccccc3O)n[nH]2)cc1 | 84 | 91 | -7 | 2 | 5 | . | -4 | -42 | -2.0 | -2
CCn1ncc([N+](=O)[O-])c1C(=O)n1nc(C)cc1C | 92 | 83 | 7 | 16 | 0 | . | -5 | -26 | -1.9 | -2
CC(=O)N1CCN(Cc2ccc(Br)s2)CC1 | 93 | 93 | 4 | 13 | 1 | -9 | 4 | 7 | -2.2 | -18
Cc1nn(C(=O)c2ccco2)c(C)c1Sc1ccc(Cl)cc1 | 84 | 86 | -3 | 28 | 4 | . | -12 | -6 | -1.9 | 1
CCOC(=O)N1CCN(C(=S)NC)CC1 | . | 97 | 4 | 39 | 1 | 7 | -1 | -29 | -0.5 | -7
COc1ccc(C2C3=C(N=C4SCC(=O)N42)c2ccccc2CC3)cc1 (stereo not given) | 72 | 83 | -8 | 10 | 1 | -5 | 1 | 2 | -2.5 | -11
O=C1CC(N2CCN(c3ccc(C(=O)c4ccc(F)cc4)cc3)CC2)C(=O)N1 (stereo not given) | 96 | 85 | -8 | 4 | 4 | 11 | -4 | 27 | -3.2 | -13
O=C(COC(=O)c1c2c(nc3ccccc13)/C(=C/c1ccco1)CC2)NC1CCCC1 | 89 | 76 | 22 | 4 | 1 | -6 | . | -24 | 0.1 | 3
COc1ccc(C2NC(=O)c3sc(=S)n(-c4ccccc4)c3N2)cc1 (stereo not given) | 3.2* | 41 | 12 | 2 | 5 | 21 | -2 | -49 | -4.8 | -4
COc1ccc2[nH]c(=O)c(CN(Cc3cccs3)Cc3nnnn3Cc3ccccc3)cc2c1 | 61 | 85 | -13 | 19 | 6 | 6 | -2 | -31 | -2.7 | -11
CC(=O)NC(C)C12CC3CC(CC(C(=O)O)(C3)C1)C2 (stereo not given) | 111 | 102 | 4 | 5 | 1 | 7 | -1 | -14 | -0.3 | -7

Shown as labelled records: two of the compounds above
Cc1nn(C(=O)c2ccco2)c(C)c1Sc1ccc(Cl)cc1
  HCT116 PTEN-null: 84 | bCat KO growth: 86 | GALR2 blocker: -3 | Measles CPE: 28 | NPY-Y2 antag: 4 | E-sel TNF inh: . | Phagocyt inh: -12 | BB579 growth dn: -6 | MRP1 act: -1.9 | Yeast life ext: 1
CCOC(=O)N1CCN(C(=S)NC)CC1
  HCT116 PTEN-null: . | bCat KO growth: 97 | GALR2 blocker: 4 | Measles CPE: 39 | NPY-Y2 antag: 1 | E-sel TNF inh: 7 | Phagocyt inh: -1 | BB579 growth dn: -29 | MRP1 act: -0.5 | Yeast life ext: -7

From PubChem BioAssay
